B2AR arrestin = recruits beta-arrestin to the human beta2-adrenergic receptor. P07550. beta-arrestin recruitment to beta2AR, cell-based reporter. Potency, µM (titrated, usually from 46.1 µM), inactives show top-dose activation, most hits filed as activators. 330,000 tested, 0.02% active. AID 492947;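 further: potency means the concentration at half of the fitted maximal effect; 0% = DMSO controls and full agonism = EC100 isoproterenol or metaproterenol; nearly all actives have a fitted effect of over 65% in size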
Target sequence (P07550 whole entry, looked up): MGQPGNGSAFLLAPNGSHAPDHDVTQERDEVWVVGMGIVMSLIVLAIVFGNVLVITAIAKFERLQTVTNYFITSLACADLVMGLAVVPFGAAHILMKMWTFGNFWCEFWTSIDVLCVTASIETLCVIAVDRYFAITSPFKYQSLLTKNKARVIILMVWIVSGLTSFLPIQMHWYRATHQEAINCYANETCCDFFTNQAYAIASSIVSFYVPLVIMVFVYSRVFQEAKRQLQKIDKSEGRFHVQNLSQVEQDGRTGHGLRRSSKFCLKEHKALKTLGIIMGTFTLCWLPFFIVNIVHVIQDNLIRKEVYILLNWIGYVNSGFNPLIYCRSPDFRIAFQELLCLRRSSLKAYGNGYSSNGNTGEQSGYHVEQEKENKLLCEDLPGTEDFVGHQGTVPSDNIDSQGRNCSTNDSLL
Eya2 inh = Eya2 (human) phosphatase inhibition; 330,000 tested, 0.006% active; O00167; Potency, µM (series often up to 76.9 µM), without a hit: at the top dose activity, negative = inhibition, actives largely listed as inhibitors; AID 488837; recombinant Eya2, OMFP fluorescence dephosphorylation (OMFP is methylfluorescein phosphate); further: potency means the concentration at half of the fitted maximal effect; on the % scale 0 is the no-effect control and ±100 the full control effect
Target sequence (O00167 whole entry, looked up): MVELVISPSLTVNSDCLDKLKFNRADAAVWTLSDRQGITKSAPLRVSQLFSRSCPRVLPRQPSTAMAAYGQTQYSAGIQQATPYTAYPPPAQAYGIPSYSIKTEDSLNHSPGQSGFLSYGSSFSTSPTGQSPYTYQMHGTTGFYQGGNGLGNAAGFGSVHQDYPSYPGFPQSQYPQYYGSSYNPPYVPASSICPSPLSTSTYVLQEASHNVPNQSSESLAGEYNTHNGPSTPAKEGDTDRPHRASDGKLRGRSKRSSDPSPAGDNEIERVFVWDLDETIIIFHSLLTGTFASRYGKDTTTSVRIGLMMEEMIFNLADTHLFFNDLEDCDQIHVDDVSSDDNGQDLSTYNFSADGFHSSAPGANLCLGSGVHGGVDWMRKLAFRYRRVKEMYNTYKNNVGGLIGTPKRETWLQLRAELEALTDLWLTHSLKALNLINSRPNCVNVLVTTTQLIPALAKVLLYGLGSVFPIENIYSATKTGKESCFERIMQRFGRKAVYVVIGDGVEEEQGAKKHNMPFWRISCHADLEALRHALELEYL
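Eya2 protein (added as 0.2 uM solution) was preincubated with compound for 10 min at ambient temperature in 50 mM HEPES pH 7.5, 50 mM NaCl, 5 uM MgCl2, 0.05% BSA, 1 mM DTT. OMFP (added at 50 uM) then reacted 10 min; fluorescence read at 485/525 nm.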
Mito fusion act = mitochondrial division inhibition or fusion activation. S. cerevisiae fusion-defective mutant growth rescue, CellTiterGlo 48 h. Potency, µM (top dose mostly 46.1 µM), for the others: at the highest dose growth rescue (activation), usual class: activators. 320,000 tested, 0.23% active;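 further: potency means the concentration at half of the fitted maximal effect; % of control where 0% means no effect; nearly all actives have a fitted effect of over 45% in size; temperature-sensitive fusion mutants such as fzo1-1 at 37 °C on non-fermentable ethanol glycerol medium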
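Luminescent cell viability in 1536-well qHTS format served as the measure of rescued growth in ts fusion-mutant S. cerevisiae cultured on non-fermentable YPEG for 48 hours at 37C.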
USP2a block = inhibitors of human ubiquitin-specific protease USP2a; USP2 core, Ub-CHOP2 coupled fluorogenic reporter, 485/531; O75604; 330,000 tested, 0.01% active; Potency, µM (top dose mostly 38.3 µM), inactives show at the highest dose activity change, negative = inhibition, most hits filed as inhibitors; AID 463254;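 further: potency means the concentration at half of the fitted maximal effect; plate controls were DMSO wells for no effect and full inhibition by NEM control for full effect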
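USP2 core (10nM final) preincubated 30min RT with compound in 20mM Tris-HCl pH 8.0, 2mM CaCl2, 2mM beta-mercaptoethanol, 0.05% CHAPS; 25nM Ub-CHOP2 plus 25nM reporter substrate added, fluorescence (Ex485/Em531) read after 60min.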
TSHR antagonist = blocks TSH signaling through the human TSH receptor; P16473; TSHR-expressing cells, TSH-stimulated cAMP HTRF, 2 h; stronger effect = lower value; activity change, negative = inhibition, % at 11.5 µM; 330,000 tested, 0.2% active; AID 504810;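 active means activity change below a set negative limit, meaning inhibition stronger than a set level, cut at about -70% in these data; inconclusive means activity change between two set negative limits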; further: on the % scale 0 is the no-effect control and ±100 the full control effect
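TSHR-expressing cells were treated with compounds, then stimulated with TSH at EC80 (4nM final) for 2 hours at 37 deg C. Cellular cAMP was measured by HTRF competition between lysate cAMP and cAMP-d2 for a cryptate-labelled anti-cAMP antibody.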
Tb PFK inh = T. brucei PFK enzyme inhibition. 330,000 tested, 0.17% active. AID 485367. Potency, µM (top dose mostly 57.5 µM), inactives show at the highest dose activity, negative = inhibition, actives largely listed as inhibitors. T. brucei PFK, ADP-Glo luminescence;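 further: potency means the concentration at half of the fitted maximal effect; 0% = uninhibited 1x PFK enzyme wells and -100% = no-enzyme wells; nearly all actives have a fitted effect of over 60% in size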
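PFK 1.25 nM, F6P 0.5 mM, ATP 0.1 mM, 0.1 M TEA pH 8.0, 5 mM MgCl2, 0.01% Tween20, 0.1% BSA; 45 min RT. ADP-Glo readout. qHTS titration up to 57 uM; curves fitted, compounds curve-classed.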
PTAP TSG101 blk = blocks PTAP/TSG101 interaction to inhibit HIV-1 budding. Q99816. Fluorescence polarization, FITC-PTAP peptide / Tsg101 binding. Potency, µM (titrated, usually from 115 µM), for the others: at the highest dose activity change, negative = inhibition, usual class: inhibitors. 340,000 tested, under 10 active. AID 493005; active means well fitted inhibition curve with a large enough effect in the main read-out, with a control signal flat, not every such curve was filed as active; inconclusive means small, poorly fitted or top-dose-only effect, or effect the other way, or a change in a side signal; inactive means no such curve, though single readings can be large or run the other way; further: potency means the concentration at half of the fitted maximal effect; % of control where 0% means no effect
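Compounds were pin-transferred onto Tsg101 binding domain (10 uM final) in HEPES pH 7.5 buffer, then FITC-PTAP peptide was added at 50 nM final. After 20 min at RT, polarization reported peptide displacement across a qHTS concentration series.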
ELG1 DNA repair = ELG1-dependent DNA repair inhibition; HEK293T ELG1-luciferase reporter, luminescence, 16 h; DNA damage induced by 5-fluorouridine; Potency, µM (doses to about 46.1 µM), for inactives: top-dose activity change, negative = inhibition, most hits filed as inhibitors; 330,000 tested, 2.3% active; further: potency means the concentration at half of the fitted maximal effect; on the % scale 0 is the no-effect control and ±100 the full control effect; nearly all actives have a fitted effect of over 55% in size
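HEK293T cells expressing luciferase-tagged ELG1 (2,000/well) received 5-Fluorouridine plus compound or DMSO for 16 hr at 37 °C. Luciferase was read by ONE-Glo luminescence after 30 min at room temperature.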
TCR act = activates T cell receptor signaling. primary human leukocytes, anti-CD3, IL-2 HTRF, 48 h. Potency, µM (titrated, usually from 9.22 µM), inactives show at the highest dose activation of IL-2 secretion, actives largely listed as activators. 330,000 tested, under 10 active; further: % of control where 0% means no effect
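HTRF read-out of IL-2 secretion: europium cryptate donor excited at 320nm, d2 acceptor emission at 665nm. Cells were primary human leukocytes incubated 48 hr with compounds and a-CD3 beads, supplying TCR signal only.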
uPA generation = cell surface uPA generation inhibition; cell surface uPA generation assay, qHTS; Potency, µM (top dose mostly 38.3 µM), without a hit: at the highest dose activity change, negative = inhibition, hits mostly inhibitors; 330,000 tested, 0.31% active; AID 540303; active means well fitted inhibition curve with a large enough effect; inconclusive means small, poorly fitted or top-dose-only effect; inactive means no such curve, though single readings can be large or run the other way; tested in mouse RAW 264.7 cells; further: potency means the concentration at half of the fitted maximal effect; on the % scale 0 is the no-effect control and ±100 the full control effect; nearly all actives have a fitted effect of over 55% in size
Chronic BCR inh = blocks chronic active B-cell receptor signaling; Potency, µM (top dose mostly 46.1 µM), for the others: at the top dose ratio change, negative = lower green/red ratio, most hits filed as inhibitors; ABC-DLBCL IkBa-CBG/CBR reporter, luminescence ratio, 4 h; 340,000 tested, 0.05% active; AID 493014; active means well fitted inhibition curve with a large enough effect in the signal ratio, with a control signal flat, not every such curve was filed as active; inconclusive means small, poorly fitted or top-dose-only effect, or effect the other way, or a change in a side signal; the % refers to the signal ratio;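 further: potency means the concentration at half of the fitted maximal effect; plate controls were basal doxycycline-induced cells for no effect and cells given 10 µM MG132 for full effect; MG132 reads +100%, hits lower the ratio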
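TMD8 ABC-DLBCL cells carrying doxycycline-inducible green luciferase fused to IkappaBalpha plus unfused red luciferase were exposed to compounds (up to 46 uM) for 4 hrs at 37C. Activity came from the overlap-corrected green/red luminescence ratio.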
An asterisk follows results filed as active; ? = inconclusive; nt = no result given; [ ] = dose if it differs, or a comment. Unless noted, the call rests on the fitted dose curve; in most records, active means well fitted curve in the direction sought with a large enough effect; inconclusive means small, poorly fitted or top-dose-only effect, or another doubt; inactive means no such curve, though single readings can be large; an effect the other way counts as inactive or inconclusive.

molecule | B2AR arrestin | Eya2 inh | Mito fusion act | USP2a block | TSHR antagonist | Tb PFK inh | PTAP TSG101 blk | ELG1 DNA repair | TCR act | uPA generation | Chronic BCR inh
C=C1SC(=Nc2ccccc2Cl)N(C(=O)c2sc3ccccc3c2Cl)C1(C)C | 7.1% | -1% | ? | 0% | 34 | 1% | 0% | 0% | 5% | 1% | 23%
N=c1n(CCO)c2ccccc2n1CCOc1ccc(Cl)cc1Cl | 0.2% | -1% | -1% | 5% | -4 | -9% | -2% | 2% | -5% | ? | ?
CCCCc1nnc(NC(=O)c2oc3ccc(OC)cc3c2C)s1 | 0.3% | -2% | -5% | 0% | -8 | -2% | -2% | ? | 5% | 4% | -3%
CSc1cccc(NC(=O)C2CCN(S(=O)(=O)c3ccc4c(c3)NC(=O)CO4)CC2)c1 | 0.0% | -3% | 3% | -1% | -11 | -4% | -3% | -1% | -3% | -3% | ?
O=S1(=O)c2ccccc2Nc2ccccc21 | 0.7% | 15% | 9% | 1% | 6 | -3% | -4% | 1% | -3% | -1% | -1%
CCOc1nc(-c2ccccc2O)nc2ccccc12 | -0.4% | -16% | 14% | 1% | -18 | -3% | -5% | 10% | 0% | 2% | 0%
O=C(NCCCn1ccnc1)C(=O)NCC(c1ccco1)N1CCN(c2ccc(F)cc2)CC1 (configuration not stated) | 0.5% | 15% | 7% | 1% | -4 | -4% | -10% | 0% | 2% | -2% | 0%
COc1ccc(S(=O)(=O)Nc2cccc(F)c2C)cc1C(=O)N1CCOCC1 | -0.2% | -11% | -6% | -1% | -1 | 0% | -2% | 15% | -6% | 3% | 2%
O=C(CCCCCN1C(=O)c2cccc3cccc(c23)C1=O)NCc1cccnc1 | 0.0% | 11% | -7% | 1% | 22 | 0% | -2% | 0% | 3% | 8% | ?
O=C(NNc1ncnc2c1cnn2-c1ccc(F)cc1)c1cccs1 | -0.2% | -4% | -1% | 3% | -2 | -7% | 0% | 6% | -3% | -5% | 19%
Cc1cccc(NC(=O)C(=O)NNC(=O)c2ccc(C(C)(C)C)cc2)c1 | -0.2% | -5% | -6% | -1% | 1 | 1% | -1% | 3% | 0% | 1% | ?
CCCC(C)C(=O)Nc1ccc(S(N)(=O)=O)cc1 (configuration not stated) | -0.1% | -1% | -1% | 3% | 12 | -6% | -7% | 13% | 2% | 9% | -1%
COc1ccc2sc(-c3ccc(SC)cc3)c(-c3ccc(O)cc3)c2c1 | 0.0% | -2% | nt | -6% | 18 | 1% | -1% | -4% | 4% | 3% | 0%
c1ccc(N2CCN(c3c4c(nc5ncnn35)CCC4)CC2)cc1 | -0.2% | -2% | -8% | 3% | -6 | -1% | -6% | -27% | -1% | nt | -3%
Cc1nc2ccc(NC(=S)N3CCOCC3)cc2nc1C | 0.1% | -6% | -1% | 4% | -8 | -1% | 2% | -9% | 15% | 11% | 0%
N#Cc1ccc(OCc2nnc(SCC(=O)c3ccccc3)n2-c2ccccc2)cc1 | 0.0% | ? | -2% | -9% | -4 | 2% | 2% | 15µM* | 5%[46.1 µM] | -8% | 11%
COC(=O)c1cn(NC(=O)/C=C/c2cccc(OC)c2OC)c(=O)c2ccccc12 | 0.3% | 14% | -5% | 1% | 4 | 2% | nt | -1% | nt | nt | ?
COc1cc2c(cc1NC(=O)c1cc(-c3ccccn3)nc3ccccc13)oc1ccccc12 | -0.2% | 0% | -8% | -2% | 3 | -4% | -5% | -17% | 5%[46.1 µM] | 5% | 0%
Clc1ccc(C2=Nn3c(nnc3-c3cc(-c4ccccc4)n[nH]3)SC2)cc1 | 0.1% | -31% | -14% | 0% | -4 | -7% | -6% | ? | nt | nt | 5.2µM*
Cn1c(=O)[nH]c(=O)c2c1nc(NCCO)n2CCOc1ccccc1 | -0.6% | 3% | 2% | 0% | 3 | 1% | 0% | -7% | 5% | 11% | -9%
Cc1ccc(CSCCNC(=O)CN(c2ccc(F)cc2)S(C)(=O)=O)cc1 | 0.4% | -9% | 5% | 0% | 8 | 0% | -2% | -18% | -6% | 5% | -3%
O=C(NCCSCc1c(F)cccc1Cl)Nc1ccccc1 | 0.3% | 2% | -21% | -2% | -8 | -1% | 0% | 13% | 1% | -6% | -12%
CC(C)CC(C)NNC(=O)c1cc2ccccc2[nH]1 (configuration not stated) | -0.1% | 4% | 2% | 0% | -7 | 0% | 0% | ? | 1% | 2% | -4%
c1ccc2c(c1)NC1(CCCC1)n1c-2nc2ccccc21 | 0.1% | -22% | -10% | 5% | 6 | 1% | -2% | ? | nt | -15% | 8%
Cc1ccn2c(NC(=O)c3ccccc3)c(-c3cccs3)nc2c1 | -0.7% | -4% | -1% | 1% | 10 | 5% | -1% | 20% | -2% | nt | 0%
NC(=O)c1cc2ccccc2o/c1=N/NC(=O)c1ccccc1 | -0.3% | -5% | 8% | 0% | 12 | 9% | -3% | ? | 2% | 5% | 2%
CC1CCN(C(=O)CSc2nnc(CNC(=O)c3ccco3)o2)CC1 | -0.4% | 5% | -1% | 1% | -7 | 7% | -5% | 15% | 1% | 3% | 11%
COCCNC(=O)C1CCC(CNS(=O)(=O)c2c(C)cc(C)cc2C)CC1 (configuration not stated) | -0.5% | 12% | -15% | -1% | 16 | -18% | -5% | ? | 2% | 8% | -1%
C1CCN(c2nc3nonc3nc2NCC2CCOCC2)CC1 | 12% | -8% | -3% | 10% | 7 | 1% | 0% | ? | 3% | 12% | 11%
CN(C)C(CNC(=O)c1ccc(-c2ccccc2)cc1)c1ccccc1 (configuration not stated) | 0.4% | 15% | -10% | 1% | -5 | -4% | 1% | ? | 0% | 0% | -1%
COc1cc(CCC(=O)OCC(=O)N2CC(=O)Nc3ccccc32)cc(OC)c1OC | -0.4% | -3% | nt | 1% | 4 | 4% | -3% | 1% | 4% | 0% | -4%

Filtered by structure, the entries above containing fluorine
molecule | B2AR arrestin | Eya2 inh | Mito fusion act | USP2a block | TSHR antagonist | Tb PFK inh | PTAP TSG101 blk | ELG1 DNA repair | TCR act | uPA generation | Chronic BCR inh
O=C(NCCCn1ccnc1)C(=O)NCC(c1ccco1)N1CCN(c2ccc(F)cc2)CC1 (configuration not stated) | 0.5% | 15% | 7% | 1% | -4 | -4% | -10% | 0% | 2% | -2% | 0%
COc1ccc(S(=O)(=O)Nc2cccc(F)c2C)cc1C(=O)N1CCOCC1 | -0.2% | -11% | -6% | -1% | -1 | 0% | -2% | 15% | -6% | 3% | 2%
O=C(NNc1ncnc2c1cnn2-c1ccc(F)cc1)c1cccs1 | -0.2% | -4% | -1% | 3% | -2 | -7% | 0% | 6% | -3% | -5% | 19%
Cc1ccc(CSCCNC(=O)CN(c2ccc(F)cc2)S(C)(=O)=O)cc1 | 0.4% | -9% | 5% | 0% | 8 | 0% | -2% | -18% | -6% | 5% | -3%
O=C(NCCSCc1c(F)cccc1Cl)Nc1ccccc1 | 0.3% | 2% | -21% | -2% | -8 | -1% | 0% | 13% | 1% | -6% | -12%

Ordered by length of the SMILES (descending): three of the compounds above
molecule | B2AR arrestin | Eya2 inh | Mito fusion act | USP2a block | TSHR antagonist | Tb PFK inh | PTAP TSG101 blk | ELG1 DNA repair | TCR act | uPA generation | Chronic BCR inh
COc1cc2c(cc1NC(=O)c1cc(-c3ccccn3)nc3ccccc13)oc1ccccc12 | -0.2% | 0% | -8% | -2% | 3 | -4% | -5% | -17% | 5%[46.1 µM] | 5% | 0%
COCCNC(=O)C1CCC(CNS(=O)(=O)c2c(C)cc(C)cc2C)CC1 (configuration not stated) | -0.5% | 12% | -15% | -1% | 16 | -18% | -5% | ? | 2% | 8% | -1%
C1CCN(c2nc3nonc3nc2NCC2CCOCC2)CC1 | 12% | -8% | -3% | 10% | 7 | 1% | 0% | ? | 3% | 12% | 11%

Rows are unselected, and some 3% of all compounds hit somewhere here.
